LYP phosphatase – PTPN22 lymphoid phosphatase activity blockers – biochemical, fluorescence intensity, uHTS (AID 1779). recombinant LYP phosphatase, fluorescence intensity; higher % means a stronger effect. inhibition, % at 11.5 µM; hits with a dose series show IC50 in µM. 0.054% of 290,000 active; in the data active means inhibition above about 50%;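 further: plate controls were vehicle with enzyme for no effect and no enzyme for full effect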
West Nile antiviral – inhibition of WNV-induced cytopathic effect – cell-based, CPE readout (AID 1621). West Nile virus-infected cells, CPE inhibition; higher % means a stronger effect. CPE inhibition, % at 10 µM, or IC50 in µM where a hit was titrated. 0.02% of 290,000 active; in the data active means a potency from the dose series; inconclusive means CPE inhibition mostly from about 3.7% at the one dose, without a potency; inactive means the rest, 99 in 100 with CPE inhibition below about 2.2%; further: strong numbers were not always called active
Large T inhibition – TAg ATPase/helicase activity blockers – biochemical (AID 1903) | 0.39% of 310,000 active | SV40 large T antigen ATPase/helicase inhibition assay; higher % means a stronger effect | one-dose inhibition, % at 20 µM; IC50 in µM for titrated hits; in the data active means a potency from the dose series; inconclusive means inhibition mostly from about 32% at the one dose, without a potency; inactive means the rest, 99 in 100 with inhibition below about 32%; further: strong numbers were not always called active
CSM14.1 death rescue – protection against thapsigargin-triggered cell killing – 384-well, CSM14.1, ATP luminescence, primary screen (AID 1222). CSM14.1 thapsigargin-induced death rescue, ATP luminescence; higher % means a stronger effect. one-dose cellular ATP content (survival), % at 20 µM; EC50 in µM for titrated hits. 190,000 tested, under 10 active;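 active means EC50 below 50 µM in the dose-response confirmation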;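 further: death triggered by thapsigargin at about 15 µM added after 2 h compound pretreatment; cell ATP read after overnight thapsigargin exposure of roughly 18 to 22 hours; normalized against plate controls of thapsigargin alone and 5% DMSO vehicle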
PhoP inhibition – inhibitors of PhoP regulon expression, primary screen, Salmonella Typhimurium, GFP reporter (AID 1863). S. Typhimurium PhoP-regulated promoter GFP reporter, 4 h; higher % means a stronger effect. 0.16% of 300,000 active. inhibition, % at 50 µM; hits with a dose series show IC50 in µM;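 active means inhibition over 29.93%, a cutoff 3 SD above the screen mean, later confirmed by dose response; inconclusive means inhibition over 29.93% but no dose response follow-up; inactive means inhibition at most 29.93% or unconfirmed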;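 further: 0% = low Mg2+ inducing control and 100% = high Mg2+ repressing control; strong numbers were not always called active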
RSV antiviral HEp-2 – RSV antiviral activity via CPE protection, HEp-2 cells, primary 10 µM value included (AID 2391). 0.13% of 310,000 active. CPE inhibition, % at 10 µM; hits with a dose series show IC50 in µM. HEp-2 cells, RSV-induced CPE inhibition; higher % means a stronger effect; in the data active means a potency from the dose series; inconclusive means CPE inhibition mostly from about 23% at the one dose, without a potency; inactive means the rest, 99 in 100 with CPE inhibition below about 21%; further: strong numbers were not always called active
MgcRacGAP inhibition – MgcRacGAP GTPase-activating activity inhibitors, confirmation, biochemical, ADP Hunter fluorescence. MgcRacGAP-stimulated Rac1 GTP hydrolysis, ADP Hunter fluorescence; higher % means a stronger effect; GST-tagged Rac1 F28L mutant substrate. inhibition, % at 30 µM; hits with a dose series show IC50 in µM. 0.6% of 340,000 active;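 active means first-screen hits whose inhibition reached a set limit at any dose in the follow-up dose series; inconclusive means inhibition above the set first-screen limit but never retested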;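 further: fluorescence reports GDP produced by GAP-driven GTP hydrolysis; strong numbers were not always called active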
GPR35 arrestin U2OS – GPR35 antagonists blocking zaprinast-driven arrestin recruitment, primary screen, imaging, U2OS, beta-arrestin-GFP, zaprinast agonist (AID 2058); one-dose inhibition, % at 10 µM; IC50 in µM for titrated hits; 0.052% of 290,000 active; U2OS GPR35 beta-arrestin-GFP translocation imaging, zaprinast antagonism; higher % means a stronger effect;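 active means inhibition of at least 50% with at least 30 cells and total cytoplasm GFP at most 10,000,000; inconclusive means under 30 cells or total GFP of 10,000,000 plus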
Dengue-2 NS5 capping – Dengue-2 NS5 methyltransferase inhibitors, primary screen, biochemical, confirmation dose response (AID 588689). 0.3% of 340,000 active. Dengue-2 NS5 methyltransferase capping enzyme assay, biochemical; higher % means a stronger effect. inhibition, % at 25 µM, or IC50 in µM where a hit was titrated; in the data active means a potency from the dose series; inconclusive means inhibition above about 29% without an active follow-up result
An asterisk follows results filed as active; ? = inconclusive; · = no result given.

structure	LYP phosphatase	West Nile antiviral	Large T inhibition	CSM14.1 death rescue	PhoP inhibition	RSV antiviral HEp-2	MgcRacGAP inhibition	GPR35 arrestin U2OS	Dengue-2 NS5 capping
COc1ccc(C2OC(=O)CC2C(=O)NC(C)C)cc1 (centres undefined)	-8%	-0.1%	-2%	-1.2%	12%	0.6%	-5%	3%	-1%
Cc1cccc(NC(=O)CC(C)(C)C)c1	-5%	-0.5%	16%	-2.3%	7%	0.9%	6%	-1%	-1%
NC(=O)N/N=C/c1ccccc1OCC(=O)NCc1ccccc1	-8%	-0.3%	8%	-0.4%	9%	2.6%	5%	2%	-12%
Cc1cc(C)n(-c2nncc(-c3ccccc3)n2)n1	-5%	-0.3%	24%	-0.9%	1%	7.0%	13%	13%	2%
COc1cc(Cn2c(-c3ccc(O)c(OC)c3)nc3ccccc32)ccc1O	-6%	-0.1%	53%	·	-13%	-1.0%	?	-2%	2%
CC(=O)Nc1ccc([C@H]2[C@H](C)CC[C@H]3C(=O)N4[C@@H](CC[C@@H](C)[C@@H]4c4ccc(NC(C)=O)cc4)C(=O)N32)cc1	-1%	·	17%	-4.8%	-5%	3.0%	·	-3%	·
CCN1CCN(c2ccc(NC(=O)c3ccc4c(c3)[nH]c(=O)n4Cc3ccc(OC)cc3)cc2)CC1	-2%	0.6%	11%	-0.7%	-13%	3.5%	5%	1%	-2%
COc1cccc(OC)c1OCCCCN1CCCC1	-8%	-0.2%	8%	0.0%	2%	-0.1%	204µM*	-12%	-9%
O=[N+]([O-])c1ccc(S(=O)(=O)Nc2ccc(S(=O)(=O)N3CCCC3)cc2)cc1	-5%	0.1%	9%	·	-1%	1.9%	10%	12%	-5%
COc1cccc(-c2nc(N)nc(SC)c2C#N)c1	-1%	0.0%	5%	·	6%	1.4%	5%	-12%	2%

Overlap with the part before: two compounds, followed by the next part.
structure	LYP phosphatase	West Nile antiviral	Large T inhibition	CSM14.1 death rescue	PhoP inhibition	RSV antiviral HEp-2	MgcRacGAP inhibition	GPR35 arrestin U2OS	Dengue-2 NS5 capping
O=[N+]([O-])c1ccc(S(=O)(=O)Nc2ccc(S(=O)(=O)N3CCCC3)cc2)cc1	-5%	0.1%	9%	·	-1%	1.9%	10%	12%	-5%
COc1cccc(-c2nc(N)nc(SC)c2C#N)c1	-1%	0.0%	5%	·	6%	1.4%	5%	-12%	2%
O=C(Nc1ccc2oc(=O)ccc2c1)c1cc([N+](=O)[O-])ccc1N1CCOCC1	-5%	-0.5%	10%	1.8%	2%	-0.3%	9%	6%	-5%
COc1ccc2[nH]cc(CCNC(=O)Nc3ccccc3C)c2c1	0%	0.1%	10%	·	-5%	1.7%	12%	5%	-6%
CCN(CC)C(=O)COc1ccc(-c2ccccc2)cc1	-1%	-0.1%	3%	-0.5%	1%	4.5%	12%	1%	-2%
CCc1ccc(N2CC(C(=O)Nc3nccs3)CC2=O)cc1 (centres undefined)	-2%	1.0%	7%	-0.5%	17%	0.0%	6%	7%	-3%
Cc1ccc(/C=C/C(=O)N2CCN(S(=O)(=O)c3ccc(C)c(C)c3)CC2)o1	2%	-1.2%	24%	-4.0%	12%	12%	-3%	19%	3%
CC1CCN(C(=O)Cn2ncc3c4ccccc4n(C)c3c2=O)CC1	-11%	0.1%	23%	·	-11%	1.1%	0%	-2%	-4%
COc1ccc(CNC(=O)COC(=O)c2cc(-c3ccc(Cl)s3)nc3ccccc23)cc1	-4%	·	4%	6.4%	-8%	11%	1%	20%	12%
Cc1cccc(C)c1NC(=O)CN1CCNCC1	-8%	-0.1%	6%	-1.5%	2%	2.3%	9%	1%	-3%
[O-]/C(=C(\C(=S)Nc1cccc2ccccc12)[n+]1ccccc1)c1ccc2c(c1)OCCO2	-4%	-0.3%	19%	-1.4%	24%	2.2%	17%	-1%	-1%
Cc1ccc(CNC(=O)CSc2ccc(-c3ccccn3)nn2)cc1	1%	-0.6%	9%	3.4%	-2%	0.9%	0%	-11%	-6%
O=C(NCc1ccc2c(c1)OCO2)c1c(O)nc2sccn2c1=O	·	·	11%	·	-11%	3.8%	4%	·	2%
O=S(=O)(NCC1CCCO1)c1ccccc1F (centres undefined)	-5%	-0.1%	6%	·	0%	-0.1%	2%	14%	-5%
CCOc1cccc(CN2CCN(Cc3ccc(C)o3)C(CCO)C2)c1O (centres undefined)	0%	-1.3%	-3%	-0.8%	-7%	1.9%	3%	-13%	1%
O=S(=O)(Nc1cccc(-c2nnco2)c1)c1ccc(F)cc1F	-4%	0.4%	8%	·	-8%	-0.1%	·	15%	·
Oc1c(CN2CCCC(C(F)(F)F)C2)cc(Cl)c2ccccc12 (centres undefined)	-1%	1.4%	6%	·	5%	1.9%	·	7%	24%
O=C(Cc1ccccc1)N[C@@H](Cc1ccccc1)c1nc2ccccc2[nH]1	-6%	-0.2%	0%	-0.3%	-7%	0.3%	9%	-3%	4%
O=C(c1ccc2c(c1)OCO2)N1CCC2(CC1)Oc1ccc(Cl)cc1C(=O)C21CC(c2ccccc2)=NO1 (centres undefined)	6%	-0.7%	-3%	·	-6%	1.0%	8%	28%	-8%
COc1cccc(/C=N/Nc2nn3cnnc3c3ccccc23)c1	-8%	-0.3%	-2%	-2.8%	2%	1.0%	19%	17%	-2%
CSc1ccc(Cl)c(C(=O)Nc2ccc(Cl)cn2)c1	-6%	-0.9%	5%	-1.8%	1%	1.6%	6%	0%	-2%
Cc1cccc(-n2nnc3c(=O)n(Cc4ccccn4)cnc32)c1	-6%	-0.6%	5%	-0.8%	-11%	2.5%	4%	-12%	1%

Compound profiles, as listed above. Order of values: LYP phosphatase	West Nile antiviral	Large T inhibition	CSM14.1 death rescue	PhoP inhibition	RSV antiviral HEp-2	MgcRacGAP inhibition	GPR35 arrestin U2OS	Dengue-2 NS5 capping
Cc1ccc(CNC(=O)CSc2ccc(-c3ccccn3)nn2)cc1 as listed: 1%	-0.6%	9%	3.4%	-2%	0.9%	0%	-11%	-6%
Cc1ccc(/C=C/C(=O)N2CCN(S(=O)(=O)c3ccc(C)c(C)c3)CC2)o1 as listed: 2%	-1.2%	24%	-4.0%	12%	12%	-3%	19%	3%

(further entries)
structure	LYP phosphatase	West Nile antiviral	Large T inhibition	CSM14.1 death rescue	PhoP inhibition	RSV antiviral HEp-2	MgcRacGAP inhibition	GPR35 arrestin U2OS	Dengue-2 NS5 capping
COc1cc(CNCc2ccccn2)ccc1OCC(=O)NC(C)(C)C	-10%	-0.9%	4%	0.6%	40%	-0.3%	9%	8%	-1%
O=C(Nc1ccc(Cl)c(S(=O)(=O)N2CCOCC2)c1)c1ccccn1	-1%	-0.5%	8%	-0.7%	9%	1.7%	4%	3%	-10%
Cc1cc(N2C(=O)c3ccc(C(=O)Nc4ccc(CC(=O)O)cc4)cc3C2=O)no1	-6%	0.0%	0%	·	-3%	-0.7%	5%	-1%	1%
N#Cc1cn(Cc2ccccc2)c(=O)[nH]c1=O	-10%	-0.1%	7%	-0.5%	-11%	-1.1%	-2%	-12%	-7%
Cc1ccc(C2CC(c3ccccc3OC(F)F)Nc3ncnn32)cc1 (centres undefined)	-4%	1.0%	6%	·	-1%	0.0%	15%	14%	1%
Cc1ccc(NC(=O)N2CCC(c3nc4c(nnn4Cc4c(F)cccc4Cl)c(=O)[nH]3)CC2)cc1	-2%	0.3%	11%	-0.2%	-2%	14%	7%	14%	-9%
Cc1cc(C)cc(NC(=O)C2CCN(c3nccs3)CC2)c1	0%	-0.3%	8%	-0.1%	5%	2.6%	3%	-5%	6%
O=C(C1CCCN(S(=O)(=O)c2ccc(F)cc2)C1)N1CCCCCC1 (centres undefined)	2%	-0.3%	25%	·	-1%	4.9%	8%	4%	-9%
COc1ccc(-c2nnn(CC(=O)N3CCOCC3)n2)cc1	0%	1.1%	5%	-1.2%	-2%	0.2%	4%	0%	-8%
COc1cc(-c2nc(N)n[nH]2)cc(OC)c1OC	-9%	0.1%	4%	-0.1%	-10%	0.3%	2%	7%	-4%
CC1CCN(C(=O)C2CCCN(c3ncnc4c3nc3n4CCCCC3)C2)CC1 (centres undefined)	-12%	0.1%	12%	·	-4%	1.1%	7%	3%	-1%
O=C(NCC12CC3CC(CC(C3)C1)C2)c1nn2cccnc2c1Cl	4%	0.5%	11%	3.4%	-5%	·	7%	18%	-2%
CCOC(=O)C1CCN(Cc2ccc(O)c(OC)c2)CC1	-2%	0.2%	4%	-0.8%	1%	0.3%	27%	1%	-5%
CCOC(=O)c1ccc(NC(=O)N2CCN(S(C)(=O)=O)CC2)cc1	-2%	0.3%	4%	·	6%	-0.7%	6%	-4%	2%
Cc1ccccc1CNC(=O)c1ccc(CSCc2ccccc2)cc1	-1%	-0.4%	-1%	0.4%	2%	5.4%	7%	6%	6%
COc1cc([N+](=O)[O-])ccc1-c1ccc(C(=O)Nc2ccc(NC(C)=O)cc2)o1	-2%	-0.4%	33%	-1.6%	-5%	1.6%	5%	1%	5%
COC(=O)c1c(C)oc(C)c1S(=O)(=O)N(C)C1CCCCC1	-1%	-0.7%	6%	·	7%	·	·	6%	·
O=C(NCCN1CCCCC1)Nc1ccc(F)cc1F	-10%	-0.2%	24%	·	4%	1.6%	7%	-13%	-1%
COc1ccc(S(=O)(=O)N2CCCC2C(=O)Nn2cnnc2)cc1 (centres undefined)	1%	-0.1%	5%	-1.0%	7%	1.4%	10%	5%	-5%
COc1ccc(C2CC(=O)c3sc(NC(C)=O)nc3C2)cc1 (centres undefined)	-6%	-0.4%	1%	0.8%	11%	2.8%	10%	-6%	1%
O=C(Nc1ccc(F)cc1)c1ccc2nsnc2c1	-10%	0.4%	12%	·	9%	1.5%	12%	-14%	-4%
CC(=O)Nc1ccc(NC(=O)c2cc(=O)c3cc(C)c(C)cc3o2)cc1	-5%	-0.3%	6%	·	8%	3.7%	1%	-2%	-3%
COC/C=C/C1=CC2=CC(=O)C(C)(OC(=O)c3cnc4ccccc4n3)C(=O)C2=CN1CCOC (centres undefined)	·	-0.2%	25%	·	·	0.9%	2%	·	23%
Cc1ccc(NC(=O)c2nnn(-c3cc(C)cc(C)c3)c2N)cc1	-9%	-0.8%	23%	13%	-14%	?	6%	12%	-5%
COc1ccc(OCCCN(C)Cc2ccccc2)cc1	-12%	-0.9%	5%	·	-3%	-1.2%	16%	-16%	-8%

Screens from PubChem BioAssay.
